# Source: PubChem BioAssay (several laboratories)
# LYP phosphatase – LYP phosphatase inhibitors, primary screen, biochemical, DiFMUP fluorescence, recombinant catalytic domain, 10 µM (AID 606); recombinant LYP catalytic domain, DiFMUP fluorescence; higher % means a stronger effect; inhibition, % at 10 µM, or IC50 in µM where a hit was titrated; 52,000 tested, under 10 active;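 active means IC50 under 40 µM in the dose-response test; inactive means IC50 of 40 µM or more, or never dose-tested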
# HT1080 cytotoxicity – cytotoxicity in HT1080 fibrosarcoma cells, cell-based, fluorescence readout (AID 620); HT1080 viability, fluorescence; higher % means a stronger effect; cytotoxicity, % at 10 µM, or EC50 in µM where a hit was titrated; 0.42% of 87,000 active;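 further: cells exposed to compound overnight then 4 h with Alamar Blue; 0% = vehicle DMSO and 100% = killing control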
# Alkaline phosphatase – human TNAP enzyme inhibitors, biochemical, luminescent (AID 518) | Alkaline phosphatase, tissue-nonspecific isozyme (Homo sapiens) | purified TNAP enzyme, luminescent substrate readout; higher % means a stronger effect | inhibition, % at 20 µM, or IC50 in µM where a hit was titrated | 0.09% of 64,000 active; in the data active means a potency from the dose series; inactive means the rest, 99 in 100 with inhibition below about 22%;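 further: plate controls were vehicle for no effect and reference inhibitor for full effect; many of its hits are not listed in these tables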
# Bfl-1 inhibitors – Bfl-1 inhibitors, primary screen, biochemical, fluorescence polarization, FITC-Bid, mouse (AID 432). FITC-Bid BH3 peptide fluorescence polarization displacement; higher % means a stronger effect. displacement, % at 20 µM; hits with a dose series show IC50 in µM. 0.02% of 64,000 active; in the data active means a potency from the dose series; inactive means the rest, 99 in 100 with displacement below about 15%; further: strong numbers were not always called active
# Spn MK inh – S. pneumoniae MK inhibitors, primary screen, biochemical, PK/LDH-coupled NADH absorbance. 0.48% of 65,000 active. purified MK, PK/LDH-coupled NADH absorbance 340 nm. mevalonate kinase [Streptococcus pneumoniae D39]. inhibition, % at 10 µM. AID 555, 2006;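 active means ranked among the strongest by inhibition in the single 10 µM screen, a fixed top-ranked set picked for dose follow-up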; further: no value below 0 was filed
# HPDE-C7 viability – cytotoxicity in HPDE-C7 cells, cell-based, fluorescence, HTS (AID 430); HPDE-C7 pancreatic duct cells viability, fluorescence; higher % means a stronger effect; cytotoxicity, % at 10 µM, or EC50 in µM where a hit was titrated; 1.8% of 63,000 active;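 further: cells exposed to compound for 48 hours before viability readout; 0% = vehicle and 100% = reference cytotoxic drug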
# Spn PMK inh – S. pneumoniae PMK inhibitors, primary screen, biochemical, mevalonate pathway, pilot trial included; phosphomevalonate kinase (Streptococcus pneumoniae D39); purified PMK, PK/LDH-coupled NADH absorbance 340 nm; inhibition, % at 10 µM; 0.49% of 65,000 active;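 active means top-ranked compounds by inhibition in the single 10 µM screen, taking a fixed number of the strongest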;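 further: 0% = full reaction with DMSO carrier and 100% = background rate without enzyme reaction; no value below 0 was filed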
# Spn DPM-DC inh – S. pneumoniae DPM-DC inhibitors, primary screen, biochemical, PK/LDH-coupled NADH fluorescence; purified DPM-DC; 0.49% of 65,000 active; calls only at 10 µM; AID 556, 2006;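 active means the 320 compounds with the highest percent inhibition in the single-dose primary screen, excluding strongly autofluorescent ones, cut at about 32% in these data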;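 further: kinetic rate of NADH fluorescence loss reporting ADP formed by the decarboxylase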
# HPDE-C7K KRASV12 – cytotoxicity in KRAS-transformed pancreatic duct cells, primary screen, cell-based, fluorescence, HTS (AID 431) | HPDE-C7K KRASV12 cells, Alamar Blue viability, 48 h; higher % means a stronger effect | one-dose cytotoxicity, % at 10 µM; EC50 in µM for titrated hits | 1.7% of 63,000 active;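 active means compounds whose percent cytotoxicity in the single-dose primary screen, scaled between solvent and toxic-drug controls, exceeds 50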;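 further: 0% = DMSO solvent wells and 100% = doxorubicin-treated wells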
# Spn PMK inh pilot replicates – also measured in Spn PMK inh; calls as there; inhibition, %; measured here: pilot screen replicates
# Spn MK inh pilot replicates – second read-out of Spn MK inh, no call of its own (marks repeat the call); inhibition, %; measured here: pilot screen replicates
# Spn DPM-DC inh pilot screen % – further read-out of Spn DPM-DC inh, marked with its call; inhibition, %; measured here: pilot screen trials
# The depositor's hits bear a star; i = inactive; / = not tested or not shown; + = active, no number. Unless noted, no stated cut-off is given here; in the data, active means cytotoxicity above about 50%; inactive means the rest.
# Preview, three compounds:
SMILES,LYP phosphatase,HT1080 cytotoxicity,Alkaline phosphatase,Bfl-1 inhibitors,Spn MK inh,HPDE-C7 viability,Spn PMK inh,Spn DPM-DC inh,HPDE-C7K KRASV12,others
CC(=O)c1cccc(N=C2C(=O)Nc3ccccc32)c1,4%,-88%,-4%,-2%,7,-13%,2,i,-14%,
COc1ccc(CCNC(=O)CCn2c(=O)oc3ccccc32)cc1OC,0%,0%,17%,1%,1,-5%,10,i,5%,
CCOc1ccc(C(=O)NCC(C)CN(C)C)cc1OCC (stereo not drawn),-5%,35%,4%,-5%,2,-2%,0,i,-5%,

# The whole of this part, repeating the preview:
SMILES,LYP phosphatase,HT1080 cytotoxicity,Alkaline phosphatase,Bfl-1 inhibitors,Spn MK inh,HPDE-C7 viability,Spn PMK inh,Spn DPM-DC inh,HPDE-C7K KRASV12,others
CC(=O)c1cccc(N=C2C(=O)Nc3ccccc32)c1,4%,-88%,-4%,-2%,7,-13%,2,i,-14%,
COc1ccc(CCNC(=O)CCn2c(=O)oc3ccccc32)cc1OC,0%,0%,17%,1%,1,-5%,10,i,5%,
CCOc1ccc(C(=O)NCC(C)CN(C)C)cc1OCC (stereo not drawn),-5%,35%,4%,-5%,2,-2%,0,i,-5%,
O=S(=O)(c1ccc(Sc2nnc3ccccn23)nc1)N1CCOCC1,/,-13%,-2%,-10%,4,-3%,20,i,-13%,
O=C(NC1=NCCS1)NC12CC3CC(CC(C3)C1)C2,5%,-5%,13%,5%,10,-6%,1,i,12%,Spn PMK inh pilot replicates=0.0;Spn MK inh pilot replicates=0.0;Spn DPM-DC inh pilot screen %=0.0
O=C(CSc1nc2[nH]ncc2c(=O)n1-c1ccccc1)N1CCCc2ccccc21,-9%,7%,-5%,-3%,0,/,4,i,/,
CCOc1ccccc1C(=O)NCCCCCC(=O)O,/,3%,12%,-2%,6,13%,14,i,-5%,
O=C(O)c1c(-c2ccccc2)c2oc3ccccc3c2[nH]c1=O,10%,8%,7%,5%,17,90%*,12,+,82%*,
CC(Sc1nc(-c2ccccc2)cc(C(F)(F)F)n1)C(=O)N1CCC(C(N)=O)CC1 (stereo not drawn),5%,-5%,7%,-5%,7,-10%,5,i,-9%,Spn PMK inh pilot replicates=0.0;Spn MK inh pilot replicates=0.0;Spn DPM-DC inh pilot screen %=0.5
N#CCCn1nnc(-c2ccccc2F)n1,/,/,6%,4%,5,4%,0,i,11%,
O=C(Cn1ncc2c1-c1ccccc1OC2)N1CCc2ccccc21,4%,-4%,13%,4%,7,-8%,14,i,-1%,Spn PMK inh pilot replicates=0.5;Spn MK inh pilot replicates=0.0;Spn DPM-DC inh pilot screen %=6.0
COc1cc(OC)c(C2N(c3cc(C)on3)C(=O)C3CCCN32)cc1OC (stereo not drawn),6%,-3%,5%,-4%,2,/,22,i,/,
Cc1ccc(Cn2ccc(NC(=O)c3noc4c3CCCCC4)n2)cc1,15%,-5%,17%,-6%,8,-1%,13,i,-3%,
CC(C)Oc1ccc(C(=O)NCc2cccnc2)cc1,17%,2%,14%,3%,2,-11%,5,i,-3%,
CCCS(=O)(=O)N1CCCC(C(=O)NCCN2CCCCC2C)C1 (stereo not drawn),/,12%,10%,-4%,0,9%,12,i,3%,
Cc1c(C(=O)CN2CCOCC2)[nH]c2ccccc12,/,-2%,15%,-1%,6,-6%,0,i,-14%,
COc1ccc(NC(=O)C2CCCN2c2ccc(OC)c(OC)c2)cc1OC (stereo not drawn),10%,2%,3%,-7%,9,-14%,0,i,5%,
CCCS(=O)(=O)c1c(S(=O)(=O)CCC)c2c3ccccc3ccn2c1C(N)=O,5%,12%,16%,-8%,7,-7%,9,i,3%,
CC(C)OC(=O)CN1C(=O)C(C)(C)Oc2ccc(C(=O)NC3CC3)cc21,-1%,0%,2%,-3%,2,-7%,11,i,2%,Spn PMK inh pilot replicates=1.0;Spn MK inh pilot replicates=0.0;Spn DPM-DC inh pilot screen %=3.5
COCC(=O)N(Cc1ccc(OC)cc1)Cc1nc2ccccc2c(=O)[nH]1,-7%,5%,18%,3%,8,5%,14,i,1%,Spn PMK inh pilot replicates=3.0;Spn MK inh pilot replicates=0.0;Spn DPM-DC inh pilot screen %=2.5
COc1ccc(C2C(C(=O)c3cccs3)=C(O)C(=O)N2c2nncs2)cc1 (stereo not drawn),5%,0%,0%,155%,8,23%,0,i,19%,
Nc1nnc(-c2cc3ccccc3oc2=O)s1,7%,-6%,18%,2%,7,6%,6,/,15%,Spn PMK inh pilot replicates=3.5;Spn MK inh pilot replicates=1.5
CCOC(=O)C1=C(c2ccccc2)OC(N)=C(C#N)C1C(C)C (stereo not drawn),-1%,-3%,1%,-18%,0,-31%,14,i,-20%,
c1ccc(CSc2nnc(-c3ccncc3)o2)cc1,-4%,10%,6%,1%,6,-8%,7,i,-6%,
Cc1cccc(Cc2nnc(NC(=O)c3cccc(S(=O)(=O)N4CCOCC4)c3)s2)c1,6%,3%,12%,-6%,7,5%,3,i,14%,Spn PMK inh pilot replicates=1.5;Spn MK inh pilot replicates=2.0;Spn DPM-DC inh pilot screen %=0.0
CCC1=C(C(=O)OC)C(c2cc(OC)ccc2OC)C(C#N)=C(N)O1 (stereo not drawn),0%,-2%,18%,4%,0,-4%,16,i,0%,Spn PMK inh pilot replicates=5.0;Spn MK inh pilot replicates=1.5;Spn DPM-DC inh pilot screen %=0.0
Cc1nn(-c2ccccn2)c2c1-c1nc(N)ncc1CC2,13%,-4%,-6%,-3%,0,-5%,7,/,0%,
CCC1c2ccc(C)n2CCN1C(=O)Nc1ccc(F)cc1 (stereo not drawn),1%,3%,2%,4%,6,2%,7,i,3%,
COC(=O)NCc1ccc(Cl)c(Cl)c1,4%,5%,2%,0%,7,13%,4,i,26%,
COc1ccc(NC(=O)c2ccccc2NS(C)(=O)=O)cc1OC,10%,-1%,9%,-4%,14,10%,10,i,9%,
CSc1nc2c(cnn2-c2ccc(C)c(C)c2)c(=O)[nH]1,3%,9%,11%,0%,2,-2%,4,i,-3%,
c1ccc2c(c1)[nH]c1c(NCC3CCCO3)ncnc12 (stereo not drawn),/,2%,12%,0%,7,9%,10,i,6%,
COc1ccc(NC(=O)N(Cc2ccc(C)cc2)Cc2ccccn2)c(OC)c1,/,1%,3%,-7%,0,7%,13,i,-8%,
COc1cc2c(cc1NCc1ccccn1)oc1ccccc12,0%,11%,7%,4%,4,-5%,4,/,-6%,Spn PMK inh pilot replicates=5.0;Spn MK inh pilot replicates=0.5
Oc1ccc(CN2CCCCC2)nc1-c1ccccc1,9%,30%,6%,-7%,0,/,0,i,/,
O=C(CCc1nc(-c2ccccc2)no1)NCC1CCCO1 (stereo not drawn),/,-10%,8%,-2%,7,-3%,10,i,-7%,
O=C(CCN1C(=O)C2C3C=CC(C3)C2C1=O)NCCc1ccccc1 (stereo not drawn),5%,1%,7%,-5%,0,-10%,11,i,-5%,
COc1ccc(-c2nc3n(n2)C(c2ccccc2Cl)C(C(N)=O)=C(C)N3)cc1 (stereo not drawn),-1%,/,30%,2%,1,-8%,6,i,3%,
CCOC(=O)Cn1nnc(-c2ccc(OCC(C)C)cc2)n1,/,6%,8%,-1%,15,-10%,0,i,-7%,
COc1ccc(C2=Nn3c(nnc3-c3cccnc3)SC2)cc1,10%,4%,9%,-2%,6,-22%,6,i,3%,Spn PMK inh pilot replicates=0.0;Spn MK inh pilot replicates=0.0;Spn DPM-DC inh pilot screen %=2.0
C=CCn1c(SCC(=O)O)nnc1-c1ccc(C(C)(C)C)cc1,4%,10%,6%,-4%,6,-14%,7,i,30%,
C=CCn1c(NCCO)nc2sc3c(c2c1=O)CCC3,12%,7%,0%,5%,4,63%*,0,i,50%,
COc1ccc2c(c1)CCc1c(C(=O)NCCc3ccc(OC)c(OC)c3)noc1-2,19%,3%,8%,-6%,0,-22%,16,i,-19%,
COc1ccc(Cn2nnnc2C(c2cccs2)N2CCOCC2)cc1 (stereo not drawn),-8%,6%,17%,8%,0,-7%,12,i,5%,Spn PMK inh pilot replicates=6.5;Spn MK inh pilot replicates=3.5;Spn DPM-DC inh pilot screen %=0.5
Cc1cccc(NC(=O)C2CCCN(C(=O)NC3CCCCC3)C2)c1C (stereo not drawn),3%,2%,6%,2%,0,-4%,22,i,6%,
COCCn1c(SCc2ccc(C(=O)OC)o2)nc2cc(Cl)ccc2c1=O,15%,-2%,13%,-4%,0,2%,16,i,5%,
CC12C(=O)N(Cc3ccccc3)C(=O)C1C1C=CC2C1 (stereo not drawn),-1%,2%,10%,-8%,12,-16%,3,i,-12%,
COC(=O)COc1cccc(NC(=O)c2ccccc2)c1,-1%,0%,10%,-5%,11,4%,8,i,-2%,
CCOC(=O)c1c(C)c(C(=O)NCC2CCCO2)c(C)n1C (stereo not drawn),-4%,-9%,10%,-2%,0,-28%,9,i,7%,Spn PMK inh pilot replicates=1.5;Spn MK inh pilot replicates=3.5;Spn DPM-DC inh pilot screen %=0.5
c1ccc(-c2nc(NCC3CCCO3)c3ccccc3n2)nc1 (stereo not drawn),8%,1%,2%,2%,0,2%,2,i,10%,

# More results:
SMILES,LYP phosphatase,HT1080 cytotoxicity,Alkaline phosphatase,Bfl-1 inhibitors,Spn MK inh,HPDE-C7 viability,Spn PMK inh,Spn DPM-DC inh,HPDE-C7K KRASV12,others
CC1(C)CC(=O)C2=C(C1)NCN(Cc1ccccc1)C2,/,36%,18%,-4%,8,5%,0,i,12%,
CC(C)(O)C#Cc1ccc(C(=O)N2CCCC2C(=O)O)s1 (stereo not drawn),2%,0%,1%,-4%,10,1%,7,i,-1%,
O=C(Nc1ccccc1)N1CCCCC1c1cccnc1 (stereo not drawn),1%,-2%,4%,-5%,12,-3%,1,i,-13%,
O=C(CSc1ccc2c(c1)OCCO2)NCCN1C(=O)CSC1=O,9%,0%,3%,-7%,5,4%,19,i,-2%,
CCOc1ccc(-c2nnn(CC(=O)NCc3ccc(F)cc3)n2)cc1OCC,6%,-10%,10%,-11%,0,/,2,i,/,
CC1Oc2ccccc2N(Cc2ccccc2Cl)C1=O (stereo not drawn),/,-1%,8%,3%,2,-40%,0,i,-39%,Spn PMK inh pilot replicates=0.0;Spn MK inh pilot replicates=0.0;Spn DPM-DC inh pilot screen %=0.0
CCOC(=O)Cc1c(C)nc2c(C#N)c(C)nn2c1C,7%,6%,0%,-1%,5,-11%,0,/,-1%,
CCOc1cc(NC(=O)C2CCCO2)c(OCC)cc1NC(C)=O (stereo not drawn),-1%,4%,0%,-6%,6,6%,7,i,1%,
COc1ccc(Cc2nc(-c3ccccc3)no2)cc1,3%,-8%,7%,-2%,13,-1%,6,i,-16%,
Cc1cccc(N2CCN(S(C)(=O)=O)CC2)c1C,-25%,-5%,-3%,2%,5,-10%,19,i,-9%,
